Source: PubChem BioAssay (Broad Institute)
Cneo AK release = causes C. neoformans cell lysis; lysis activity, % at 15 µM; AID 651654; adenylate kinase release luminescence, 4 h; normalised: neutral wells 0, clomiphene wells 100; actives 0.2% (n = 360,000);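 active = mean lysis activity across replicates of at least 80%, whatever share of replicates individually reach that level; inactive = mean lysis activity below 80%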
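Material: C. neoformans cells | Amount: Yeast cell density of 5 × 10^6 cells/mL | Medium: Fresh YPD growth medium | Dosing: Single dose | Times: Static 4 h at 37 °C with compound, 1 h detection | Detection: AK luminescence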
PGC1a acetyl inh = lowers PGC1a acetylation signal in U2OS cells; actives 0.17% (n = 350,000); inhibition, % at 15.6 µM; AlphaScreen anti-acetyl-lysine; with virally co-expressed GCN5 acetyltransferase;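 active = every replicate shows inhibition of at least 40%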;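 note: 0% = neutral control wells and 100% = positive control wells; some results beyond the cut were filed as inactive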
C2C12 statin = protects C2C12 myotubes from simvastatin toxicity; ATP luminescence, 48 h; scaled: DMSO 0, geranylgeraniol control 100; rescue of ATP level, % at 7.49 µM; actives 0.78% (n = 330,000); AID 602340;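 active = mean ATP rescue above about 67%, or every replicate alone reaching that limit, limit read from the data, passing the limit was not always enough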;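 note: myotubes were challenged with 10 µM simvastatin during compound exposure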
* = called active by the depositor. An excerpt; count on the stated rates, not on these rows.

SMILES | Cneo AK release | PGC1a acetyl inh | C2C12 statin
CC(NC(=O)c1nn(C)c(=O)c2ccccc12)c1ccccc1 (centres undefined) | 0.8 | -3.5 | 4.3
CCOC(=O)c1cn(-c2ccc(F)c(F)c2F)c2c(F)c(F)c(F)cc2c1=O | 4.4 | -6.6 | -2.0
CCC(C)(C)c1ccc(Oc2ccc(NC(=O)COC(=O)C3=COCCO3)cc2)cc1 | 2.9 | -17.5 | -2.7
Cc1ccc(-n2c(C)cc(C(=O)COC(=O)C3=NNC(=O)CC3)c2C)cc1 | -6.3 | -2.8 | 2.8
Cc1ccc(C(=O)Nc2nccs2)cc1S(=O)(=O)N1CCCCC1 | -9.0 | -12.0 | -15.7
O=C(O)c1ccc(CSc2nnnn2C2CCCCC2)cc1 | -4.2 | 4.7 | 5.2
CC(C)Oc1ccc(N2CC(C(=O)Nc3ccc(N4CCOCC4)cc3)CC2=O)cc1 (centres undefined) | 0.9 | 10.4 | -13.4
O=C(NCCCN1CCCCCC1)C1CC(=O)N(C2CCCC2)C1 (centres undefined) | -1.2 | 6.6 | 5.5
COC(=O)C1=C(C)OC(N)=C(C#N)C1c1ccc(OC)c(CSc2ccccn2)c1 (centres undefined) | -3.7 | -6.8 | 7.9
CCn1cc(C(=O)N2CCN(c3ccccn3)CC2)c2cc(OC)c(OC)cc2c1=O | -0.6 | 6.2 | -4.0
CCCOc1ccc(N2CC(C(=O)Nc3ncccc3C)CC2=O)cc1 (centres undefined) | -0.2 | 3.8 | 4.5
Cc1cc(C)nc(Sc2c(C)nn(-c3ccccc3)c2C)n1 | 0.0 | 6.8 | 14.7
CC(C)CNC(=O)COC(=O)CCC(=O)c1ccc(F)cc1 | -0.8 | 12.2 | 1.4
Cc1cc(C)cc(NC(=O)C/C(N)=N/O)c1 | -1.5 | 5.2 | 7.3
CCc1nnc(NC(=O)Cn2nnc(-c3ccccc3F)n2)s1 | 0.3 | 3.3 | 4.9
C=CCn1c(SCC(=O)Nc2ccccc2C)nnc1-c1ccncc1 | -41.8 | -1.1 | 0.4
Cc1cc(=O)n2nc(N3CCCC(C(=O)N4CCc5ccccc54)C3)sc2n1 (centres undefined) | -0.2 | 6.1 | 12.9
CCN(CC(=O)N1CCOCC1)S(=O)(=O)c1ccc(C)cc1 | 1.8 | -5.4 | 4.5
COc1ccc(Cn2nnnc2C(c2cc3ccc(OC)cc3[nH]c2=O)N2CCC(C)CC2)cc1 (centres undefined) | -0.9 | -2.4 | 2.7
CC(C)C(NC(=O)c1ccc(S(=O)(=O)N2CCOCC2)cc1)c1nc2ccccc2[nH]1 (centres undefined) | -1.2 | -3.8 | 8.8

Structural class, those above with an NH in an aromatic ring
SMILES | Cneo AK release | PGC1a acetyl inh | C2C12 statin
COc1ccc(Cn2nnnc2C(c2cc3ccc(OC)cc3[nH]c2=O)N2CCC(C)CC2)cc1 (centres undefined) | -0.9 | -2.4 | 2.7
CC(C)C(NC(=O)c1ccc(S(=O)(=O)N2CCOCC2)cc1)c1nc2ccccc2[nH]1 (centres undefined) | -1.2 | -3.8 | 8.8

Structural class, the entries above with an aryl thioether with sulfur outside any ring (4)
SMILES | Cneo AK release | PGC1a acetyl inh | C2C12 statin
O=C(O)c1ccc(CSc2nnnn2C2CCCCC2)cc1 | -4.2 | 4.7 | 5.2
COC(=O)C1=C(C)OC(N)=C(C#N)C1c1ccc(OC)c(CSc2ccccn2)c1 (centres undefined) | -3.7 | -6.8 | 7.9
Cc1cc(C)nc(Sc2c(C)nn(-c3ccccc3)c2C)n1 | 0.0 | 6.8 | 14.7
C=CCn1c(SCC(=O)Nc2ccccc2C)nnc1-c1ccncc1 | -41.8 | -1.1 | 0.4

Going on with the list:
SMILES | Cneo AK release | PGC1a acetyl inh | C2C12 statin
COC(=O)c1sc(NC(=O)CSc2nnnn2-c2cccc(OC)c2)nc1C | -0.7 | -9.6 | -6.8
COc1cc2c(cc1OC)-c1nncn1C(C)(C)C2 | -0.4 | 0.9 | -3.0
CC1CCCc2sc3nc(N4CCN(CCO)CC4)n4ncnc4c3c21 (centres undefined) | -2.0 | -12.8 | -4.8
Cc1c(C(=O)N2CCN(c3ccc(C(F)(F)F)cn3)CC2)oc2ccccc12 | 0.4 | -21.4 | -9.0
COc1ccc(CC(C(=O)Nc2cc(C)ccc2C)/C(N)=N/O)cc1 (centres undefined) | 1.7 | 10.0 | -1.6
CCCn1c(N2CCN(C(=O)N3CCCCC3)CC2)nc2ccccc21 | 0.6 | -1.4 | -1.9
CCOc1ccc(NC(=O)C2CCN(C(=O)NCc3ccccc3)CC2)cc1 | -1.2 | -28.7 | 1.5
COc1ccc(N(C(=O)c2ccco2)C(C(=O)NC2CCCC2)c2cccs2)cc1OC (centres undefined) | -0.3 | -22.9 | 22.7
C=CCOc1ccc(/C(O)=C2\C(=O)C(=O)N(CCN(C)C)C2c2cccs2)cc1 (centres undefined) | -0.3 | -1.2 | -2.4
COc1cccc(OCCCCSc2ncccn2)c1 | -4.0 | -1.0 | 11.0
O=C(C1CCC1)N1CCc2cc(S(=O)(=O)N3CCN(c4ccccn4)CC3)ccc21 | 2.8 | -25.9 | -28.1
COCCN1CCn2c(nc3cc(NC(=O)NC4CCCCC4)ccc32)C1 | 2.8 | -21.3 | 3.3
CCCOc1ncnc2c1[nH]c1ccccc12 | -6.0 | 2.4 | -7.6
COC(=O)c1cc(C(=O)c2ccc(Cl)cc2Cl)cn1C | -1.0 | 7.4 | -2.9
O=C(NC1CC2CCC(C1)N2Cc1ccco1)c1ccccc1 (centres undefined) | 1.8 | 10.0 | -8.7
CCOC(=O)C(NC(=O)CC(C)C)(Nc1cc(C)on1)C(F)(F)F (centres undefined) | -2.5 | 33.6 | -2.7
CC(NC(=O)C(NS(=O)(=O)c1cccc2nsnc12)C(C)C)c1ccccc1 (centres undefined) | 0.2 | -18.6 | -6.7
COC(=O)C1=C(C)NC2=C(C(=O)c3ccccc32)C1c1ccc(-c2ccc(C(=O)O)cc2)o1 (centres undefined) | -0.9 | -5.3 | 8.5
COC(=O)c1ccccc1NC(=O)c1sc(=S)n(C)c1N | -8.5 | 15.5 | -3.0
COc1ccc(S(=O)(=O)N2CCCCC2)cc1C(C)C | 0.3 | -3.2 | 112.8*
CCC(C)NC(=O)CO/N=C/c1ccc(C(=O)OC)cc1 (centres undefined) | 0.1 | 3.5 | 3.8
O=C(CCC1CCCC1)NCc1ccccn1 | -0.3 | -2.9 | 11.3
COC(=O)C1=C(N)N(c2ccccc2C(F)(F)F)C2=C(C(=O)CCC2)C1c1ccc2c(c1)OCO2 (centres undefined) | -0.4 | -11.3 | 93.5*
N#CC1=C(N)Oc2cc(N)ccc2C1C1CC=CCC1 (centres undefined) | -2.5 | -3.2 | -2.4
CCOC(=O)C1CCN(C(=O)/C=C/c2ccc(OC)cc2)CC1 | 0.5 | -6.2 | -3.9
c1cn(-c2ncnc3sc4c(c23)CCCC4)cn1 | 11.2 | -6.2 | -17.3
COCCCn1cnnc1SCC(=O)Nc1ccc(S(=O)(=O)N2CCCC2)cc1 | 0.8 | 12.6 | 14.2
CCOC1(C(F)(F)F)NC(=O)N(Cc2ccc(OC)cc2)C1=O (centres undefined) | -2.6 | -5.0 | 4.5
O=C(c1cc2n(n1)C(C(F)(F)F)CC(c1ccc(F)cc1)N2)N1CCCC1 (centres undefined) | 23.3 | 9.1 | 20.0
CC(=O)c1ccc(N2C(=O)[C@@H]3C(CCC(N)=O)NC4(C(=O)Nc5c4ccc(Cl)c5C)[C@@H]3C2=O)cc1 (some centres undefined) | 1.2 | 8.3 | 2.4
Cc1cc(=O)oc2cc(OCc3cc4c(cc3Cl)OCO4)ccc12 | -2.5 | -12.0 | 4.7
Cn1ccnc1SCC(=O)c1cc2ccccc2o1 | 12.6 | 0.5 | 19.2
CCOCCCNCC(=O)NC1(C)C2CCC(C2)C1(C)C (centres undefined) | 0.5 | 1.0 | -2.8
CCOc1cc(S(=O)(=O)NC2CC(C)(C)NC(C)(C)C2)ccc1F | -0.4 | 18.6 | 10.7
CC1CCCC(C)N1C(=O)c1cc(F)c(F)cc1Cl (centres undefined) | -1.7 | -4.2 | -11.7
COc1cc(OC)c(N2CC34C=CC(O3)C(C(=O)O)C4C2=O)cc1Cl (centres undefined) | 3.7 | 6.3 | -17.1
CCc1ccc(-c2nc(CN3CCC(C(=O)NCCc4ccc(OC)c(OC)c4)CC3)c(C)o2)cc1 | 0.6 | -1.0 | -9.9
CC(=O)c1ccc(NC(=O)CCNS(=O)(=O)c2cccc3nonc23)cc1 | 6.0 | -12.0 | 7.8
CCOC(=O)c1ccc(NCc2ccncc2)cc1 | 1.2 | 3.7 | 5.1
CCOc1ccc(CCNC(=O)C(CC)n2nc(C)n3c(cc4sccc43)c2=O)cc1OCC (centres undefined) | -0.7 | -8.8 | -1.5

The list goes on (five carried over from the part before).
SMILES | Cneo AK release | PGC1a acetyl inh | C2C12 statin
COc1cc(OC)c(N2CC34C=CC(O3)C(C(=O)O)C4C2=O)cc1Cl (centres undefined) | 3.7 | 6.3 | -17.1
CCc1ccc(-c2nc(CN3CCC(C(=O)NCCc4ccc(OC)c(OC)c4)CC3)c(C)o2)cc1 | 0.6 | -1.0 | -9.9
CC(=O)c1ccc(NC(=O)CCNS(=O)(=O)c2cccc3nonc23)cc1 | 6.0 | -12.0 | 7.8
CCOC(=O)c1ccc(NCc2ccncc2)cc1 | 1.2 | 3.7 | 5.1
CCOc1ccc(CCNC(=O)C(CC)n2nc(C)n3c(cc4sccc43)c2=O)cc1OCC (centres undefined) | -0.7 | -8.8 | -1.5
Nc1ncnc(N(c2ccccc2)C2CCCCC2)c1[N+](=O)[O-] | 0.6 | 8.9 | -7.8
CCOc1ccc(N2C(=O)CC(n3nc(C)cc3C)C2=O)cc1 (centres undefined) | 8.4 | -9.8 | -5.0
CCn1c(C)nc2c1C(=O)c1ccccc1C2=O | 0.1 | -2.2 | 11.6
COc1ccc(/C=C2\CN(Cc3ccccc3)C/C(=C\c3ccc(OC)cc3OC)C2=O)c(OC)c1 | 1.7 | 28.0 | 35.8
CCOc1ccc(S(=O)(=O)N(CC(N)=O)c2ccc(C)cc2)cc1 | 0.4 | 6.5 | 15.5
Cc1c(C(=O)OCC(=O)N2CC(=O)Nc3ccccc32)oc2ccccc12 | -0.3 | -1.3 | 0.1
CCOCCCNC(=O)/C(C#N)=C/c1cc(Br)c(O)c(Br)c1 | -0.3 | 0.4 | 10.9
Cc1ccc(-c2cc(N)n[nH]2)cc1 | 0.2 | -5.8 | -6.9
CCC(C)(C(=O)NC1CCCC1)N(Cc1ccco1)C(=O)c1ccccn1 (centres undefined) | -2.6 | 5.0 | -3.6
COC(=O)C(C)N1C(=O)S/C(=C\c2cc(C)n(-c3ccccn3)c2C)C1=O (centres undefined) | -8.4 | 4.5 | -17.5
Cc1ccc(C)c(N2CCN(CC3CC=CCC3)CC2)c1 (centres undefined) | -4.1 | -11.7 | 5.5
Cc1c(N=Cc2ccc(Br)s2)cccc1[N+](=O)[O-] | 0.5 | 13.0 | -0.2
CCOC(=O)N1CCN(C(=O)C2CC(=O)N(c3ccc(OC)cc3)C2c2ccc(OC)cc2)CC1 (centres undefined) | 0.8 | -8.0 | -1.2
CCC(C)(C)NC(=O)C(c1cccn1C)N(C(=O)Cn1nnc2ccccc21)c1ccccc1OC (centres undefined) | 8.4 | 1.7 | 3.0
CC(Sc1nc(-c2ccccc2)cc(C(F)(F)F)n1)C(=O)N1CCC(C(N)=O)CC1 (centres undefined) | -0.4 | -4.6 | 5.3
C=CCc1c(C)nc(SC(C)C)[nH]c1=O | 1.2 | 11.1 | 14.7
O=C(O)c1ccc(CNCc2ccccc2Cl)cc1 | 3.0 | 30.6 | -15.1
Cn1c(-c2ccc(C(C)(C)C)cc2)n[nH]c1=S | -5.5 | -5.7 | 0.8
c1ccn2c(CNc3ncnc4sccc34)nnc2c1 | 0.0 | 2.4 | 6.6
CCCC(=O)NCCCCNC(=O)CCC | -0.8 | -3.8 | -8.0
Cc1nc2ccccc2nc1N1CCC(C)CC1 | 0.5 | 1.3 | 6.1
Cc1cc(Cl)c(S(=O)(=O)N2CC(C)OC(C)C2)cc1OCC(N)=O (centres undefined) | -3.3 | -17.4 | 135.5*
CCn1c(=O)c2cc(S(=O)(=O)NCCOc3ccccc3)ccc2n(CC)c1=O | 0.2 | 6.7 | -5.2
Cc1ccc(C(=O)Nn2c(N)c(S(=O)(=O)c3ccc(C)cc3)c3nc4ccccc4nc32)cc1 | 0.9 | -6.1 | -6.6
O=c1c2ccccc2nc(/C=C/c2cccc([N+](=O)[O-])c2)n1CCCO | -0.6 | 2.1 | -5.1
CCCCNc1nc2c(c(=O)[nH]c(=O)n2C)n1CCOc1ccccc1 | -2.2 | -27.2 | 25.3
COc1cc(-c2nnc(SCC(=O)c3cc(C)n(CC4CCCO4)c3C)o2)cc(OC)c1OC (centres undefined) | -1.0 | 0.3 | -7.8
CC1(C)NC(=O)N(CC(O)COC2CCCCC2)C1=O (centres undefined) | 1.2 | 11.1 | 9.3
COc1ccc(CCNc2nc(=O)[nH]nc2C)cc1OC | 0.7 | 5.0 | 9.0
COc1ccc(NC(=O)c2noc3c2CCC3)cc1 | -2.9 | -13.3 | -1.8
COc1ccc(N2C(=O)CSC23C(=O)Nc2ccccc23)cc1 (centres undefined) | 2.1 | -6.7 | 109.6*
O=C(CSc1nnc(-c2cnccn2)n1Cc1ccco1)c1ccc(Cl)c(Cl)c1 | 3.4 | 3.9 | 6.2

Complete entries as entered above:
CCOc1ccc(S(=O)(=O)N(CC(N)=O)c2ccc(C)cc2)cc1 reads Cneo AK release = 0.4; PGC1a acetyl inh = 6.5; C2C12 statin = 15.5
Cc1ccc(-c2cc(N)n[nH]2)cc1 reads Cneo AK release = 0.2; PGC1a acetyl inh = -5.8; C2C12 statin = -6.9
